Bioassay records from PubChem.
PKM2 activator: qHTS Assay for Activators of Human Muscle isoform 2 Pyruvate Kinase; Pyruvate kinase PKM (Homo sapiens), P14618; purified PKM2, Kinase-Glo ATP luminescence, activation; response scale: 0% is enzyme alone, no compound; Potency, µM (titrated, usually from 57.5 µM), for the others: at the highest dose activation, usual class: activators; 0.34% of 260,000 active; AID 1631, 2009; further: potency means the concentration at half of the fitted maximal effect; on the % scale 0 is the no-effect control and ±100 the full control effect; nearly all actives have a fitted effect of over 55% in size
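ATP formation by purified human PK-M2, quantified via coupled luciferase luminescence after 1 h at room temperature with 0.1 mM ADP and 0.5 mM PEP final.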
MBNL1-CUG inh: qHTS Assay for Inhibitors of MBNL1-poly(CUG) RNA binding | Muscleblind-like protein 1 (Homo sapiens), Q9NR56 | TR-FRET MBNL1-His/biotin-(CUG)12 binding, 665/545 ratio | Potency, µM (highest dose often 57.5 µM), inactives show at the top dose activity change, negative = inhibition, usual class: inhibitors | 0.036% of 280,000 active; active means well fitted inhibition curve with a large enough effect in the signal ratio, with a control signal flat, not every such curve was filed as active; inconclusive means small, poorly fitted or top-dose-only effect, or effect the other way, or a change in a side signal; inactive means no such curve, though single readings can be large or run the other way; the % refers to the signal ratio; further: potency means the concentration at half of the fitted maximal effect; on the % scale 0 is the no-effect control and ±100 the full control effect
Target sequence (Q9NR56 whole entry, looked up): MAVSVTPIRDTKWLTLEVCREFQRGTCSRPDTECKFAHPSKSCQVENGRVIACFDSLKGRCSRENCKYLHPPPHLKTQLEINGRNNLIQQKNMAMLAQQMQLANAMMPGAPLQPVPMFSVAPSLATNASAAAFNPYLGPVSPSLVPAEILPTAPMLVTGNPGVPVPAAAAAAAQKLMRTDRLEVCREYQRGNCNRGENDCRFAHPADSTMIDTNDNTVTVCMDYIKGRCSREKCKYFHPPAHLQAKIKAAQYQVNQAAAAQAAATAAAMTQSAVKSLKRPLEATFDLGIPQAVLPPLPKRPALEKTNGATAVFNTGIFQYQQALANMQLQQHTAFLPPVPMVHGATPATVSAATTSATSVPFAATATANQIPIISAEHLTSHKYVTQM
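TR-FRET between His-tagged MBNL1 and biotin-(CUG)12 RNA, detected with Tb anti-His antibody (0.055 ng/ul) and streptavidin-XL665 (5 nM), 60 min at room temperature. Compounds titrated 92 nM to 58 uM; 665/545 nm ratio normalized to buffer and complex controls.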
ELG1 repair inh: qHTS screen for small molecules that inhibit ELG1-dependent DNA repair in human embryonic kidney (HEK293T) cells expressing luciferase-tagged ELG1. 2.3% of 330,000 active. HEK293T ELG1-luciferase reporter, luminescence, 16 h; DNA damage induced by 5-fluorouridine. Potency, µM (series often up to 46.1 µM), inactives show at the highest dose activity change, negative = inhibition, actives largely listed as inhibitors; further: potency means the concentration at half of the fitted maximal effect; on the % scale 0 is the no-effect control and ±100 the full control effect; nearly all actives have a fitted effect of over 55% in size
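Step one: seed 2,000 cells per well. Step two: pin-transfer compound or DMSO alongside 5-fluorouridine. Step three: incubate 16 hr, 37 °C, 5% CO2. Step four: add ONE-Glo, wait 30 min, read luminescence.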
FLuc counter: qHTS profiling assay for firefly luciferase inhibitor/activator using purifed enzyme and Km concentrations of substrates (counterscreen for miR-21 project); Luciferin 4-monooxygenase (Photinus pyralis), P08659; purified FLuc, Km substrates, luminescence inhibition; Potency, µM (titrated, usually from 57.5 µM), without a hit: at the top dose activity change, negative = inhibition, hits mostly inhibitors; 6.9% of 360,000 active;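 further: potency means the concentration at half of the fitted maximal effect; plate controls were vehicle for no effect and reference inhibitor for full effect; nearly all actives have a fitted effect of over 55% in size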
Target sequence (P08659 whole entry, looked up): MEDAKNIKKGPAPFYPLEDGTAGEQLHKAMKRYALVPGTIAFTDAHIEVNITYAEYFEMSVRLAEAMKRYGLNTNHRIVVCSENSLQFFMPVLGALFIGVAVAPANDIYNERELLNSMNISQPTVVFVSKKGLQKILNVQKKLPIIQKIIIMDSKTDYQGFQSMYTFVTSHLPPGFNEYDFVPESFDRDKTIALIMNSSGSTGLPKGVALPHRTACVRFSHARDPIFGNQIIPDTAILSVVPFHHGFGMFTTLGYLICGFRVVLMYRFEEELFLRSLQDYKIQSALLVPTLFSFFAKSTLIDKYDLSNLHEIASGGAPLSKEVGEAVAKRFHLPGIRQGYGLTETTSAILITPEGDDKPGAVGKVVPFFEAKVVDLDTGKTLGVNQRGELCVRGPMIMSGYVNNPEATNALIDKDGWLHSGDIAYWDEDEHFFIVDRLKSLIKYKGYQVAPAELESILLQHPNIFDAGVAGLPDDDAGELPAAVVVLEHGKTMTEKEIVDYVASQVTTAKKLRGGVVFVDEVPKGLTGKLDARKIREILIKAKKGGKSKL
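Biochemical qHTS of compounds, final roughly 60 µM downward over six points, against 10 nM purified firefly luciferase using Km concentrations of substrates (10 uM D-luciferin, 10 uM ATP) in Tris acetate pH 7.5 buffer; luminescence output.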
KCNH2 3.1 inh: qHTS for Inhibitors of KCHN2 3.1: Mutant qHTS; Potassium voltage-gated channel subfamily H member 2, brain isoform KCNH2 3.1 (human); U2OS KCNH2 3.1, thallium flux FluxOr; active compounds read low; activity change, % (tested at about 1.8 µM); 0.95% of 340,000 active;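 active means maximum activity change below -70%; inconclusive means maximum activity change from -70% to -50%; inactive means maximum activity change above -50%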;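 further: thallium influx rate constant from kinetic fluorescence after stimulation buffer; on the % scale 0 is the no-effect control and ±100 the full control effect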
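Thallium flux via FluxOr fluorescence (Red40 quencher, 45 min loading) in U2OS cells virally expressing the KCNH2 3.1 isoform (1.77 x 10^8 /mL virus, overnight at 37 C). Rate constants from 2-min kinetic reads post-stimulation, normalised to positive and negative controls.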
Mito fusion yeast: qHTS Assay for Small Molecule Inhibitors of Mitochondrial Division or Activators of Mitochondrial Fusion; 0.23% of 320,000 active; Potency, µM (titrated, usually from 46.1 µM), for the others: at the highest dose growth rescue (activation), actives largely listed as activators; S. cerevisiae fusion-defective mutant growth rescue, CellTiterGlo 48 h;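 further: potency means the concentration at half of the fitted maximal effect; % of control where 0% means no effect; nearly all actives have a fitted effect of over 45% in size; temperature-sensitive fusion mutants such as fzo1-1 at 37 °C on non-fermentable ethanol glycerol medium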
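S. cerevisiae fusion-defective temperature-sensitive mutants (e.g. fzo1-1, mgm1-5) grown 48 h at 37C in YPEG (ethanol/glycerol non-fermentable) medium with 23 nl compound per well; growth rescue read as CellTiterGlo luminescence.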
Menin MLL FP TR: qHTS Assay for Inhibitors Targeting the Menin-MLL Interaction in MLL Related Leukemias: Competition With Texas Red Labeled MLL-derived Mutant Peptide; O00255; Menin + Texas Red MLL mutant peptide, fluorescence polarization; Potency, µM (top dose mostly 61.6 µM), without a hit: at the top dose FP activity change, negative = inhibition, usual class: inhibitors; 0.23% of 270,000 active; AID 1768, 2009; active means well fitted inhibition curve with a large enough effect in the polarisation, with a control signal flat, not every such curve was filed as active; inconclusive means small, poorly fitted or top-dose-only effect, or effect the other way, or a change in a side signal; inactive means no such curve, though single readings can be large or run the other way; the % refers to the polarisation; further: potency means the concentration at half of the fitted maximal effect; % of control where 0% means no effect; many of its hits are not listed in these tables
Gal4-VP16 FLuc: VP16 counterscreen qHTS for inhibitors of ROR gamma transcriptional activity; 3.5% of 310,000 active; Potency, µM (titrated, usually from 53.6 µM), for the others: at the top dose activity, negative = inhibition, usual class: inhibitors; AID 2546, 2010; Drosophila S2 Gal4-VP16 UAS-luciferase, luminescence, 20 h;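 further: Gal4-VP16 expression switched on by copper sulfate through the metallothionein promoter; potency means the concentration at half of the fitted maximal effect; on the % scale 0 is the no-effect control and ±100 the full control effect; nearly all actives have a fitted effect of over 50% in size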
NPC1 promoter act: qHTS Assay for NPC1 Promoter Activators | Potency, µM (doses to about 9.22 µM), for the others: at the highest dose activation, most hits filed as activators | Huh7 NPC1 promoter luciferase reporter, 24 h | 2.4% of 320,000 active;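 further: potency means the concentration at half of the fitted maximal effect; % of control where 0% means no effect; nearly all actives have a fitted effect of over 60% in size; reporter is driven by a mutant NPC1 promoter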
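Luminescence from an NPC1 promoter-driven luciferase reporter in stably transfected Huh7 cells was measured after 24 h compound treatment at 37 °C, followed by 10 min ambient incubation with luciferase detection reagent.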
Rab9 prom act: qHTS Assay for Rab9 Promoter Activators; Potency, µM (doses to about 9.22 µM), inactives show top-dose activation, negative = inhibition, usual class: activators; 2.8% of 320,000 active; Huh7 Rab9 promoter-luciferase reporter, luminescence, 24 h; further: potency means the concentration at half of the fitted maximal effect; % of control where 0% means no effect; nearly all actives have a fitted effect of over 60% in size
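Measured in stably transfected Huh7 cells bearing a Rab9 promoter–luciferase construct: 24 h compound treatment at 37 °C, followed by luminescence detection.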
RORg inh: qHTS for inhibitors of ROR gamma transcriptional activity | Drosophila S2 Gal4-RORgamma UAS-luciferase reporter, 20 h | 5.4% of 310,000 active | AID 2551, 2010 | Nuclear receptor ROR-gamma (Mus musculus), P51450 | Potency, µM (titrated, usually from 53.6 µM), without a hit: top-dose activity change, negative = inhibition, usual class: inhibitors; further: potency means the concentration at half of the fitted maximal effect; on the % scale 0 is the no-effect control and ±100 the full control effect; nearly all actives have a fitted effect of over 60% in size
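ROR gamma transcriptional activity was tracked as Gal4-UAS luciferase output in stably transfected Drosophila Schneider cells, with compound added 1 hr before 700 uM copper sulfate induction and a 20 hr ambient-temperature incubation.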
* = called active by the depositor; ? = inconclusive; · = no result given; [ ] = dose if it differs, or a comment. Unless noted, the call rests on the fitted dose curve; in most records, active means well fitted curve in the direction sought with a large enough effect; inconclusive means small, poorly fitted or top-dose-only effect, or another doubt; inactive means no such curve, though single readings can be large; an effect the other way counts as inactive or inconclusive.

| mol | PKM2 activator | MBNL1-CUG inh | ELG1 repair inh | FLuc counter | KCNH2 3.1 inh | Mito fusion yeast | Menin MLL FP TR | Gal4-VP16 FLuc | NPC1 promoter act | Rab9 prom act | RORg inh |
| --- | --- | --- | --- | --- | --- | --- | --- | --- | --- | --- | --- |
| CO/N=C\Cc1oc(=O)c(NC(=O)c2ccccc2)cc1C(=O)OC | 17% | 15% | 10% | 2% | 4 | -1% | -2% | -6% | -2% | -6% | 10% |
| C=CCN=C(NC#N)SCC(=O)NCc1ccccc1 | -5% | 2% | 3% | 4% | 8 | 1% | 1% | 3% | -1% | 6% | -26% |
| CN(C)S(=O)(=O)N1CCC(Oc2ccc(C(=O)NCCc3cscn3)cc2)CC1 | 5% | 1% | -5% | 2% | 9 | 4% | · | -6% | 4% | 13% | 3% |
| CCCn1c(NC(=O)c2cccc(S(=O)(=O)N3CCCC3)c2)nc2ccccc21 | -2% | 10% | 8.2µM* | 2% | -2 | 17% | ? | 6.3µM* | -1% | -15% | 2.8µM* |
| C=CCn1c(COc2ccc(Cl)cc2)nnc1SCc1ccc(C#N)cc1 | 0% | 3% | ? | 4% | -16 | -8% | ? | 2% | -1% | -2% | -18% |
| O=C(CSc1nnc(NC(=O)C2CC2)s1)Nc1ccc(F)cc1 | -6% | -1% | -6% | -2% | 5 | -2% | -1% | -2% | 10% | 10% | 29% |
| Cc1ccc(S(=O)(=O)N2CCCCCC2)cc1C(=O)Nc1cccnc1 | 4% | -3% | -21% | 0% | 0 | 5% | -25% | 6% | 3% | 4% | 21% |
| COc1ccc(C2C(C(N)=O)=C(C)Nc3nc(-c4cccc(Cl)c4)nn32)cc1OC (stereo unspecified) | 0% | 4% | 2% | -1% | -2 | 1% | 15% | 9% | 7% | 0% | -3% |
| CS(=O)(=O)Nc1ccccc1N=C(c1ccccc1)c1ccccc1 | 1% | -3% | -7% | -4% | 6 | -1% | -24% | -12% | 0% | 0% | -31%[1.91 µM] |
| CCN(CC)S(=O)(=O)c1ccc2c(c1)nc(SCC(=O)N(C)C1CCS(=O)(=O)C1)n2CC (stereo unspecified) | · | · | -19% | 9% | 1 | -8% | · | · | -4% | 4% | · |
| COC(=O)c1ccccc1NC(=O)CCCn1nc([N+](=O)[O-])cc1C | -2% | · | -14% | -1% | -5 | -6% | 38%[activator] | 0% | -13% | 10% | -42% |
| Fc1cccc(CN(C2=NCCN2)c2c(Cl)cccc2Cl)c1 | · | · | ? | -1% | -18 | 8% | · | · | -2% | -1% | · |
| COc1ccc(Oc2nc(-c3ccccc3)ncc2C(=O)O)cc1 | -23% | -5% | 4% | -15% | -4 | 18% | 17% | -1% | 0% | 2% | -2% |
| COc1ccc(C2=NOC(C(=O)NCc3ccccc3)C2)cc1 (stereo unspecified) | -14% | -5% | 26% | -14% | -2 | 1% | ? | 3% | -18% | 5% | 2% |
| COC(=O)c1ccc(COc2ncnc3ccccc23)o1 | -7% | -13% | 10% | 1% | -13 | -3% | 1% | 3% | -4% | -1% | -21% |
| O=C(Nn1c(SCc2ccccc2F)nc2ccsc2c1=O)c1ccccc1 | -9% | · | 15% | 3% | 3 | 8% | -22% | -3% | -3% | -2% | ? |
| CCOC(=O)c1c(NC(=O)c2ccccc2C)sc2c1CC(C)(C)OC2 | 15% | -4% | ? | 0% | 2 | 5% | -12% | -17% | -22% | 0% | -3% |
| Cc1ccc2nc(-c3ccc(NC(=O)C(C)N4C(=O)c5ccccc5C4=O)cc3)sc2c1 (stereo unspecified) | -6% | · | ? | 8.5µM* | 7 | 9% | -16% | -19% | ? | 29% | -37%[10 µM] |
| CC(C)Oc1ccc(CNC(=O)CCC(=O)N2CCSc3ccccc32)cc1 | -22% | 0% | 2% | -5% | -11 | -2% | -13% | 0% | 0% | -1% | -16% |
| CCOC(=O)CNC(=O)C1c2cc(OC)c(OC)cc2C(=O)N(C)C1c1ccccc1F (stereo unspecified) | -6% | -6% | 13% | 11% | 10 | -4% | -1% | 5% | -3% | 1% | 1% |
| COCCCNC(=O)C(F)(F)C(F)(F)C(=O)NCCCOC | -3% | 3% | 19% | 2% | 2 | 6% | 10% | 0% | -4% | -2% | -10% |
| Cc1cc(C)n(CC(=O)c2cccc(N)c2)n1 | 2% | 2% | -10% | 5% | -5 | 2% | -11% | 2% | -2% | -4% | -2% |
| COC(=O)c1ccc(C(=O)OC)c(NC(=S)N2CCC(N3CCCCC3)CC2)c1 | 10% | 5% | 25% | -1% | 3 | 6% | -1% | -1% | 7% | -9% | -19% |
| CCCCNC(=O)/C=C/c1ccc(OC)c(Br)c1 | -3% | 15% | -2% | ? | 21 | -14% | -1% | -9%[0.365 µM] | 0% | -8% | -33% |
| Cc1nc(C(=O)N2CCCC(C(=O)c3ccc(Cl)cc3)C2)cs1 (stereo unspecified) | 0% | 1% | 0% | 5% | 16 | 3% | · | -6% | -4% | 2% | -9% |
| CCOC(=O)/C(C#N)=C\c1cccnc1 | -1% | -5% | 10% | -1% | 6 | 0% | 5% | -3% | -7% | -4% | -18% |
| CCOC(=O)c1sc(NC(=O)c2ccc(OC(C)=O)cc2)nc1C | -18% | 0% | ? | ? | -10 | 1% | 17% | -25% | -12% | 17% | -33% |
| CCC(=O)c1cn(CC(=O)NCc2cccnc2)c2ccccc12 | 4% | -2% | 8% | 4% | 10 | -1% | 8% | 1% | -1% | -1% | 8% |
| COc1ccc(OCC(=O)OC(C)CN2CCOCC2)cc1 (stereo unspecified) | 2% | ? | 5% | 2% | 14 | -5% | -9% | -2% | -2% | -3% | 19% |
| COc1ccc(CNC(=O)CN(C(=O)c2csnn2)c2ccccc2F)cc1 | 0% | -4% | 10% | -2% | -3 | 7% | -3% | 12% | 0% | -7% | 0% |
| CCOc1ccc(-n2c(=S)sc3c(=O)n(-c4ccc(F)cc4)c(SCC(=O)O)nc32)cc1 | · | ? | 6% | 1% | 0 | -4% | ? | -3% | 6% | 6% | 0% |
| CCOC(=O)C1=C(CNCCc2ccc(Cl)cc2)NC(=O)NC1c1cccc([N+](=O)[O-])c1 (stereo unspecified) | 4% | 9% | -6% | 1% | -25 | 8% | 0% | -4% | -1% | -2% | 24% |
| CC1CCCC(C)N1/N=C/c1cccc([N+](=O)[O-])c1 (stereo unspecified) | -1% | 14% | -3% | 2% | -8 | -5% | 4% | -7% | 2% | -1% | -18% |

3 of the entries above in order of the Rab9 prom act value, highest first:
canonical_smiles | PKM2 activator | Mito fusion yeast | Menin MLL FP TR | NPC1 promoter act | Rab9 prom act | RORg inh
COC(=O)c1ccc(COc2ncnc3ccccc23)o1 | -7% | -3% | 1% | -4% | -1% | -21%
COCCCNC(=O)C(F)(F)C(F)(F)C(=O)NCCCOC | -3% | 6% | 10% | -4% | -2% | -10%
CCCCNC(=O)/C=C/c1ccc(OC)c(Br)c1 | -3% | -14% | -1% | 0% | -8% | -33%

Some of the compounds tested (hit frequency here may not be typical).
